Bioassay records from PubChem BioAssay.
KLK7 zymogen act: proKLK7 (human) activation, primary screen; P49862; purified proKLK7, EDANS-DABCYL substrate fluorescence; 100% is mature enzyme control, 0% vehicle; activation, % at 7 µM; actives 0.9% (n = 370,000); AID 652039;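 active = activation above the mean of all tested compounds plus 3 SD, computed per campaign excluding outliers beyond control limits, cut at about 13% in these data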
ADAM10 inh: inhibitors of human ADAM10. O14672. recombinant ADAM10, EDANS/DABCYL FRET peptide cleavage, 3 h. inhibition, % at 7 µM. actives 0.62% (n = 370,000). AID 720582;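 active = inhibition above a per-campaign cutoff equal to the mean of compounds falling between control-based bounds plus 3 SD, cut at about 20% in these data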;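 note: 0% = DMSO wells while the 100% control is not disclosed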
LEDGF integ inh: blocks HIV-1 LEDGF/p75-dependent DNA integration | TR-FRET IN-LEDGF/p75 DNA integration, Eu/Cy5 | inhibition, % at 3.7 µM | actives 0.64% (n = 370,000);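 active = inhibition above the screen-wide mean plus 3 SD, cut at about 13% in these data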;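 note: signal is the Cy5 over europium emission ratio at 671 and 618 nm; 0% = plate median of compound wells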
DDE Tn7 FP inh: DD(E)-Tn7 binding inhibition, primary FP screen | FP displacement of FITC-Tn7 peptide from fibrin DD(E); 0% = median of compound wells per plate | P02675 | actives 0.13% (n = 370,000) | inhibition, % at 8.3 µM;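 active = inhibition above the mean of compounds falling within the control limits plus 3 SD of them, cut at about 14% in these data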;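 note: 0% = plate median of compound wells and 100% = 10 µM Aha-Tn7 peptide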
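Assay system: human fibrin DD(E) protein / Input: 2 µM fibrin DD(E) / Benchmarks: high control of 10 µM Aha-Tn7 peptide / Measured by: fluorescence polarization of the labelled Tn7 tracer / Medium: Tris buffer with calcium and detergent, pH 7.8 / Timing: 10 min compound pre-incubation, 3 h probe incubation at room temperature / Repeats: one replicate per compound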
PLCg1 inh: inhibitors of human phospholipase C gamma1. P19174. purified PLC-gamma1, fluorogenic substrate, fluorescence. inhibition, % at 12.2 µM. actives 0.84% (n = 370,000); in the data active = inhibition above about 9.5%
TDP2 inh: TDP2 (human) inhibition, absorbance primary screen; O95551; recombinant TDP2, T5PNP hydrolysis, p-nitrophenol absorbance 415 nm; inhibition, % at 12.8 µM; actives 0.34% (n = 370,000); AID 720702;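 active = inhibition above the mean of all tested compounds plus 3 SD, set per campaign, cut at about 25% in these data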;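 note: 0% = DMSO with enzyme and 100% = buffer with substrate but no TDP2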
Target sequence (O95551 whole entry, looked up): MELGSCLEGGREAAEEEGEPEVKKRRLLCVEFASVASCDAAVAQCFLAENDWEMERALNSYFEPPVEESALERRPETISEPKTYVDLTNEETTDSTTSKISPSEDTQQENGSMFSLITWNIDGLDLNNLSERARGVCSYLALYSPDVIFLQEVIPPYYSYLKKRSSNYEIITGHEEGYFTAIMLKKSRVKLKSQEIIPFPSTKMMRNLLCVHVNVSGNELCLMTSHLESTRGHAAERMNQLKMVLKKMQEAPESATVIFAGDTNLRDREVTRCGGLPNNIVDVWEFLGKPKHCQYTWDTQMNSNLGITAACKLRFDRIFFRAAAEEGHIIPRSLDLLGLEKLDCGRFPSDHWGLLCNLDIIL
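test system = human TDP2 enzyme | input = TDP2 enzyme at 120 nM final | medium = 50 mM Tris-HCl pH 7.5 with Mg2+, KCl, DTT, BSA | also added = T5PNP substrate, 5 mM | times = 2 h at 37 °C | technique = epi absorbance | benchmarks = high control without enzyme, low control DMSO plus TDP2 | replication = each compound tested once, singlicate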
Tn6 DDE FP: DD(E)-Tn6 binding inhibition, primary FP screen | actives 0.21% (n = 370,000) | P02675 | Fibrin DD(E) TRITC-Tn6 fluorescence polarization displacement | inhibition, % at 8.3 µM;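 active = inhibition above a per-campaign cutoff: mean of compounds within control limits plus 3 SD, cut at about 15% in these data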;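 note: 0% = median of all compound wells on the plate and 100% = blocking peptide control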
ASAP1 inh: inhibitors of human ASAP1 ArfGAP activity | Q9ULH1 | ASAP1-stimulated ARF1 GTP hydrolysis, GDP FP detection | inhibition, % at 16.5 µM | actives 0.19% (n = 360,000); in the data active = inhibition above about 25%;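 note: 0% = vehicle with enzyme and substrate and 100% = no enzyme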
Target sequence (Q9ULH1 325-724 limits assumed): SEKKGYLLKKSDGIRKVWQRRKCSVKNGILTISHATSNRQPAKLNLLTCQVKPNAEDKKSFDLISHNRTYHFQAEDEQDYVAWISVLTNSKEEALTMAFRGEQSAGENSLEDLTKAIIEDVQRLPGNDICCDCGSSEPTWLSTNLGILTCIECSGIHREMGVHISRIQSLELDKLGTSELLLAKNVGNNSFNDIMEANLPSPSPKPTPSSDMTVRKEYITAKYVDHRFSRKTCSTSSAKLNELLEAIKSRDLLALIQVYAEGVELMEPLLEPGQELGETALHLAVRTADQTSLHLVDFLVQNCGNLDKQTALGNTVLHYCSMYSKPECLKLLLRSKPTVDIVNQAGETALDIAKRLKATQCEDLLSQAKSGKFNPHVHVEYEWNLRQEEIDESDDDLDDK
ARFGAP1 inh: rat ARFGAP1 inhibition; Q62848; Arfgap1-stimulated ARF1 GTP hydrolysis, GDP FP detection; inhibition, % at 16.5 µM; actives 0.26% (n = 360,000);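 active = inhibition above a per-plate limit, mean inhibition of low control wells plus 3 SD, cut at about 25% in these data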;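 note: 0% = DMSO wells with enzyme and 100% = wells lacking Arfgap1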
Target sequence (Q62848 1-136 limits assumed): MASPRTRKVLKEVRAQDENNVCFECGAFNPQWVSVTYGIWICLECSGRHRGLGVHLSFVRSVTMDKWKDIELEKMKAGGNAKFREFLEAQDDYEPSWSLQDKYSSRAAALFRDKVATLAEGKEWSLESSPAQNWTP
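material = rat Arfgap1 catalytic domain, aa 1-136 | also added = human ARF1(Δ1-17)-GTP substrate | compound dosing = one concentration, 16.5 µM, DMSO 1.26% | times = GTP hydrolysis reaction 2 h at 25 °C | measured by = FP, GDP Alexa 633 tracer displaced from anti-GDP antibody, 620/688 nm | evaluation = percent inhibition of Arfgap1-stimulated GTP hydrolysis | replication = single well per compound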
ADAM17 inh: inhibits human ADAM17 | P78536 | AID 720648 | inhibition, % at 6.95 µM | actives 0.83% (n = 370,000) | recombinant ADAM17, EDANS/DABCYL FRET peptide cleavage;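 active = inhibition above the mean of compounds lying between control limits plus 3 SD, set per campaign, cut at about 8.5% in these data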;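 note: 0% = DMSO-only wells as the low control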
An asterisk follows results filed as active.

KLK7 zymogen act,ADAM10 inh,LEDGF integ inh,DDE Tn7 FP inh,PLCg1 inh,TDP2 inh,Tn6 DDE FP,ASAP1 inh,ARFGAP1 inh,ADAM17 inh,mol
0.0,-6.9,-4.1,-3.5,1.2,-11.4,-4.2,4.1,-1.2,-2.0,C=CCn1c(C23CC4CC(CC(C4)C2)C3)n[nH]c1=S
0.0,-5.0,-1.1,-5.9,-1.8,-0.6,4.4,4.8,3.9,1.5,Cc1ccccc1Cn1cnc2c(nnn2Cc2ccc(F)cc2)c1=O
-0.6,-2.5,-0.8,-0.3,-0.7,-6.2,1.1,-0.2,0.2,-0.9,CC1CN(C(=O)c2cccc(C(=O)N3CC(C)OC(C)C3)c2)CC(C)O1 (stereo unspecified)
-0.2,-0.6,-0.8,0.1,2.6,-6.8,-3.5,-4.4,8.1,-3.4,O=C(NCCCN1CCOCC1)C(=O)NCc1ccc(Cl)cc1
-0.3,-5.3,0.2,2.1,-5.9,1.8,-1.4,-4.3,16.4,-0.8,Cc1occc1C(=O)N/N=C/C1=C(N2CCOCC2)C(=C\c2ccc(Cl)cc2Cl)/CC1
-0.3,1.4,2.3,5.8,0.5,2.6,3.4,5.5,-1.7,2.7,O=C(CCc1nc(-c2ccccc2F)no1)NC1CCN(Cc2ccccc2)CC1
-0.1,0.9,0.1,-1.3,-0.7,1.8,-3.2,-6.0,-12.4,-2.3,Cc1ccc(S(=O)(=O)NNC(=S)NCCc2ccccc2)cc1
-0.3,-11.6,-0.9,9.2,-3.0,-0.1,1.6,-11.2,-4.2,-4.2,O=C1c2cccc3cccc(c23)C(=O)N1CCN1CCN(CC(O)COc2ccccc2)CC1 (stereo unspecified)
-0.1,-0.1,-3.3,0.8,-0.1,-2.2,3.0,4.6,5.6,-3.5,CCN(CC)C(=O)N1CCC(NC(=O)c2ccccc2)CC1
-0.1,-1.4,1.4,-0.8,-2.6,-3.8,0.9,-5.3,5.7,-1.3,Cc1cc(C)c(OCC(=O)N/N=C/c2ccc3c(c2)OCO3)c(C)c1
0.7,-9.8,0.9,-2.7,-2.0,-4.2,-1.3,7.2,11.9,-0.9,Cc1nn(-c2ccccc2)nc1C(=O)Nc1cccc(C(=O)NC2CC2)c1
-0.1,-2.1,-4.7,7.7,0.8,-8.8,0.7,-3.9,6.5,0.0,O=C(c1c[nH]c2ccccc12)C(Cl)c1ccccc1 (stereo unspecified)

Next part; the last two above are carried over.
KLK7 zymogen act,ADAM10 inh,LEDGF integ inh,DDE Tn7 FP inh,PLCg1 inh,TDP2 inh,Tn6 DDE FP,ASAP1 inh,ARFGAP1 inh,ADAM17 inh,mol
0.7,-9.8,0.9,-2.7,-2.0,-4.2,-1.3,7.2,11.9,-0.9,Cc1nn(-c2ccccc2)nc1C(=O)Nc1cccc(C(=O)NC2CC2)c1
-0.1,-2.1,-4.7,7.7,0.8,-8.8,0.7,-3.9,6.5,0.0,O=C(c1c[nH]c2ccccc12)C(Cl)c1ccccc1 (stereo unspecified)
-0.7,-8.0,3.3,4.3,-3.7,7.5,3.2,-13.1,0.2,-7.2,Cc1ccc2occ(/C=C/C(=O)O)c(=O)c2c1
-0.5,12.4,3.6,2.0,7.9,-7.4,-6.4,-1.2,6.3,1.0,CCN(CC)S(=O)(=O)c1cccc(NC(=O)COC(=O)CNC(=O)c2cccc(F)c2)c1
0.5,0.8,-2.5,8.9,0.0,2.9,1.5,1.6,-10.5,-5.0,CSCC[C@H](NC(=O)[C@@H]1Cc2ccccc2CN1)C(=O)NC1CCCCC1
-1.0,-1.6,0.7,-0.4,-0.1,-2.2,3.5,2.4,-6.2,1.2,COc1ccc(C2c3ccc(O)cc3Oc3ncn(CCCO)c(=N)c32)cc1 (stereo unspecified)
0.1,6.3,-1.7,-1.0,0.2,6.9,-8.1,-7.9,0.3,-1.0,O=C(Cc1ccccc1)Nc1ccccc1C(=O)N1CCCCCC1
0.1,0.3,2.1,-4.1,1.5,-5.6,-4.3,-0.7,12.5,-2.1,CC1CCN(C(=O)c2[nH]cnc2C(=O)Nc2nccs2)CC1
0.5,0.1,0.6,-4.7,0.6,-4.3,1.3,8.6,-1.9,1.5,COc1ccc(-c2cn(-c3ccc(C)cc3)c(=O)n2CC(=O)Nc2ccc(OC)cc2OC)cc1
0.4,-52.4,1.5,-0.2,0.1,-15.2,0.8,-1.7,1.4,-18.5,CCCn1c2ccccc2c2cnn(CC(=O)NCCCN3CCCCC3)c(=O)c21
-0.1,-14.2,0.1,3.8,2.9,-3.5,-2.0,10.3,-2.8,-3.0,COc1cccc(NC(=O)CSc2nnc(-c3cccnc3)o2)c1
-0.2,-18.9,-5.0,5.3,3.4,3.3,7.5,-11.4,4.7,0.7,CC(=O)Nc1cc2c(c([N+](=O)[O-])c1C)C(C)(C)CC2(C)C
0.2,-13.0,-6.4,3.0,0.2,-4.0,-6.5,0.7,3.9,-3.0,CN(C(=O)c1cccc(NC(=O)Cc2ccc(NC(=O)C3CCN(C(=O)C4CC4)CC3)cc2)c1)C1CCC1
-0.4,-92.1,-1.7,3.9,-6.0,-26.4,2.4,3.0,-6.5,-33.9,Cc1cc(=O)oc2c(C)c(OCC(=O)NCCN3CCOCC3)ccc12
-0.5,3.0,-1.2,3.5,-1.3,-4.1,-1.0,3.5,0.8,-4.4,CC1=C(C(=O)N2CCCCCC2)CC(CC(=O)NCCN2CCOCC2)C(=O)N1Cc1ccc(F)cc1 (stereo unspecified)
-1.4,-58.2,0.5,0.2,-22.9,-4.0,2.5,18.8,10.1,-20.8,COc1ccc(-c2ccc3oc(-c4ccc(OC)cc4)c(C#CC4(O)CCCCC4)c3c2)cc1
-0.1,8.1,7.2,3.8,3.8,-2.8,-6.2,0.6,6.5,1.9,CN(C)CCNc1nc(-c2ccccc2)nnc1C(F)(F)F
4.2,-5.5,-0.4,-0.1,-8.3,9.2,-1.0,2.5,-6.2,-2.5,CCOC(=O)CSc1nc2ccc(C)cc2cc1C#N
-0.5,2.5,-4.5,-5.5,2.6,-5.1,2.4,1.6,16.0,0.0,CCN(CC)CCOc1ccc(/C(=C(/Cl)c2ccccc2)c2ccccc2)cc1
-6.2,-13.1,1.2,-9.5,-53.8,15.8,-5.2,2.4,9.9,-3.8,COc1ccc2c(c1)Cc1sc(NC(=O)c3cccs3)nc1-2
-0.6,-12.1,-2.1,-0.1,3.1,-10.6,6.4,15.1,7.7,-2.5,CN(C)C(=S)Nc1ccc2ccccc2c1
-0.5,-2.5,-4.1,6.3,3.4,-0.2,1.1,-7.2,-7.0,-3.4,CC(C)CCC(CCN1CCOCC1)c1ccc2c(c1)OCO2 (stereo unspecified)
-0.1,10.1,1.1,8.7,-1.2,2.9,0.8,15.5,1.4,2.4,O=C(NCCCCc1ccccc1)c1cccc(NC(=O)c2ccccc2)c1
-0.8,-2.4,-4.6,-2.6,5.2,-10.5,-3.3,-10.9,5.0,-4.0,O=c1cn[nH]c2ccccc12
0.3,-0.2,-2.0,1.4,-1.0,-5.3,1.9,1.4,4.3,-1.3,C=CCn1c(SCC(=O)NC2CCCC2)nc2c([nH]c3ccccc32)c1=O
-0.3,0.3,-0.5,-13.2,-0.2,3.1,0.4,-6.5,0.7,0.3,CCCS(=O)(=O)N1CCCC(C(=O)NCCCOCC)C1 (stereo unspecified)
10.7,-227.9,2.0,1.6,-277.2,-3.3,7.2,-2.4,5.3,-62.4,CCOc1ccccc1OCC(=O)NN=C1CCCC(=O)C1
-3.4,0.6,1.2,-6.9,-52.1,1.4,-3.5,-0.6,-5.3,0.5,Cc1sc(N/N=C/c2cccnc2)nc1-c1ccccc1
0.9,-2.1,-0.7,2.6,-1.6,5.2,5.5,2.7,3.5,-1.6,COCC(=O)Nc1nnc(C2CCCCC2)s1
0.6,-9.2,0.2,-1.9,-3.0,23.5,-8.5,6.5,-1.8,-2.0,CC(=O)c1cccc(NC(=O)CSc2nc(N3CCOCC3)nc(N3CCOCC3)n2)c1
0.8,1.9,6.2,0.8,10.8*,-13.0,-11.9,10.0,-4.3,3.1,Cc1ccc(O)c(-c2cc(C(=O)Nc3cccnc3)[nH]n2)c1
-0.5,-10.9,1.5,3.6,-5.9,-5.5,-3.6,-5.1,4.7,-2.8,Cc1oc(-c2cccs2)nc1CS(=O)CC(=O)NC1CCCCCC1 (stereo unspecified)
0.2,5.5,4.7,-4.5,6.1,-0.7,-7.3,-7.5,3.9,0.4,COc1ccc(-c2nc(CS(=O)CC(=O)NC3CCCc4ccccc43)c(C)o2)cc1OC (stereo unspecified)
0.0,4.5,1.3,-0.9,2.8,12.7,2.1,1.2,-2.1,0.5,Cc1cccc(-n2cnc3sc(C)c(C)c3c2=O)c1
0.7,-5.7,0.6,6.3,-3.5,18.4,6.3,-4.9,-5.0,-3.2,CCN1CCCC1CNC(=O)c1cc(COc2ccc(C)c(C)c2)on1 (stereo unspecified)
-0.4,-4.1,-0.8,-0.8,-1.5,3.5,0.3,3.1,-0.8,-2.7,Cc1ccc(CN2CC(C(=O)Nc3ncc(C)s3)CC2=O)cc1 (stereo unspecified)
-3.0,-15.5,3.5,-1.8,-189.5,-8.5,-4.3,-6.0,4.4,-10.2,COc1ccc(-c2cc(C(=O)NCCCn3ccnc3)c3ccccc3n2)c(OC)c1
0.3,-4.2,-9.2,-1.0,2.2,-1.2,-8.3,3.0,5.8,-0.2,C(=N\N1CCN(Cc2cccc3ccccc23)CC1)/c1ccco1
-0.3,2.8,-0.6,-0.3,0.7,3.3,0.3,2.8,8.2,0.0,COc1ccc([C@H]2N[C@]3(CCCN(Cc4ccc(C)cc4)C3=O)[C@H]3C(=O)N(Cc4ccccc4)C(=O)[C@@H]23)cc1
0.7,-5.8,0.3,-5.9,-2.6,-4.2,-0.2,1.9,6.7,-0.9,CO[C@@H]1CN(C)C(=O)c2cc(NC(=O)NC3CCCCC3)ccc2OC[C@@H](C)N(CC2CCOCC2)C[C@@H]1C
0.6,-0.2,-3.2,2.6,-1.3,5.5,5.4,-13.8,-9.6,-1.2,Cc1cc(C)c(C(=O)OCC(=O)NCc2cccs2)c(C)c1

Record cards, as listed above. Order of values: KLK7 zymogen act	ADAM10 inh	LEDGF integ inh	DDE Tn7 FP inh	PLCg1 inh	TDP2 inh	Tn6 DDE FP	ASAP1 inh	ARFGAP1 inh	ADAM17 inh
Results for `Cc1cc(C)c(C(=O)OCC(=O)NCc2cccs2)c(C)c1` = 0.6	-0.2	-3.2	2.6	-1.3	5.5	5.4	-13.8	-9.6	-1.2
Results for `Cc1cccc(-n2cnc3sc(C)c(C)c3c2=O)c1` = 0.0	4.5	1.3	-0.9	2.8	12.7	2.1	1.2	-2.1	0.5
